Tb MetRS inh = Trypanosoma brucei MetRS inhibition; purified T. brucei MetRS, ATP depletion, Kinase-Glo luminescence; 360,000 compounds, 0.4% hits; inhibition, % at 11.9 µM;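 active means inhibition above a per-plate cutoff of the control wells' mean inhibition plus 3 SD, cut at about 5.5% in these data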;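 further: 0% = DMSO wells median and 100% = median of wells with control inhibitor compound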
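System: purified T. brucei MetRS enzyme / Detection: Kinase-Glo luciferase luminescence reporting remaining unconsumed ATP / Medium: HEPES buffer with MgCl2, KCl, DTT, spermine, BSA, pyrophosphatase / Replication: singlicate, one well per compound / Evaluation: percent inhibition relative to median high and low control wells / Schedule: 2 h aminoacylation at 25 °C after 15 min preincubation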
Neddylation inh = blocks human cullin neddylation | TR-FRET cullin neddylation, biochemical | calls only at 25 µM | 360,000 compounds, 0.58% hits; in the data active means inhibition above about 36%
FAS-TE inh = inhibitors of human fatty acid synthase thioesterase domain. recombinant FAS-TE, OMFH fluorogenic substrate, fluorescence endpoint. P49327. 360,000 compounds, 0.67% hits. inhibition, % at 15 µM;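 active means compounds whose normalised, plate-corrected inhibition of enzyme fluorescence in the single-dose primary screen is 50% or more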;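 further: 0% = DMSO with enzyme and 100% = substrate without enzyme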
Rin1 Abl inh = inhibitors of human Rin1-Abl protein interaction. 360,000 compounds, 0.4% hits. AID 588664. TR-FRET Rin1/Abl binding, biochemical. P00519+Q13671. inhibition, % at 7.35 µM; in the data active means inhibition above about 5%, passing the limit was not always enough
Target sequence (P00519 whole entry, looked up): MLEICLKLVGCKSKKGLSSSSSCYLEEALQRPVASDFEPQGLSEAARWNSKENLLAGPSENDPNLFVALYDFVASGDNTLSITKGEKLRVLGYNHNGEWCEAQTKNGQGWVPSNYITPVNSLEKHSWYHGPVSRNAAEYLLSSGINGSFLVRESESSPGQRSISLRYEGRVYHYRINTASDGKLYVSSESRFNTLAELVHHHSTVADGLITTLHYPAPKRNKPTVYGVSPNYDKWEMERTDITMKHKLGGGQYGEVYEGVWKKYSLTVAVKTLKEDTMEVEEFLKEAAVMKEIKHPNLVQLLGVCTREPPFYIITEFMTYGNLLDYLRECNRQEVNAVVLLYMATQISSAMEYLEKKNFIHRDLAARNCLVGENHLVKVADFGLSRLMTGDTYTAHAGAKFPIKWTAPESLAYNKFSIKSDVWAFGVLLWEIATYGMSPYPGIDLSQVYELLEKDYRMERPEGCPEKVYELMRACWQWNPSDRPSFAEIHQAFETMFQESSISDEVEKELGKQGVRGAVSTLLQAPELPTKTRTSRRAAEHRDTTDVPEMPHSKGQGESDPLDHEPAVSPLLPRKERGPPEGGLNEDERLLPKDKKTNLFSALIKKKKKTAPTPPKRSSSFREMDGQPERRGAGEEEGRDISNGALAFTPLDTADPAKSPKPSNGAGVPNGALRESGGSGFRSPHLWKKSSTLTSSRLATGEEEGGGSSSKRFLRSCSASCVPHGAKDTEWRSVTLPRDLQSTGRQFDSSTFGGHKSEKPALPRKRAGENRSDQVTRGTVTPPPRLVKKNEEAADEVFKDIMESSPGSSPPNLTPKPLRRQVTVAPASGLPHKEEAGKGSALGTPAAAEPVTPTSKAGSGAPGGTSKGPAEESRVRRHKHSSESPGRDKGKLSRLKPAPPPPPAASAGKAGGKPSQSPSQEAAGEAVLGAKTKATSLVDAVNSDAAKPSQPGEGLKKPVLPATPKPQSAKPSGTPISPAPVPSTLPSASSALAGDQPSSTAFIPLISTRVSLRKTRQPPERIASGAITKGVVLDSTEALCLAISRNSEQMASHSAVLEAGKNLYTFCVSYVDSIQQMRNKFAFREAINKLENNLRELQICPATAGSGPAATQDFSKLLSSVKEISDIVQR
Target sequence (Q13671 whole entry, looked up): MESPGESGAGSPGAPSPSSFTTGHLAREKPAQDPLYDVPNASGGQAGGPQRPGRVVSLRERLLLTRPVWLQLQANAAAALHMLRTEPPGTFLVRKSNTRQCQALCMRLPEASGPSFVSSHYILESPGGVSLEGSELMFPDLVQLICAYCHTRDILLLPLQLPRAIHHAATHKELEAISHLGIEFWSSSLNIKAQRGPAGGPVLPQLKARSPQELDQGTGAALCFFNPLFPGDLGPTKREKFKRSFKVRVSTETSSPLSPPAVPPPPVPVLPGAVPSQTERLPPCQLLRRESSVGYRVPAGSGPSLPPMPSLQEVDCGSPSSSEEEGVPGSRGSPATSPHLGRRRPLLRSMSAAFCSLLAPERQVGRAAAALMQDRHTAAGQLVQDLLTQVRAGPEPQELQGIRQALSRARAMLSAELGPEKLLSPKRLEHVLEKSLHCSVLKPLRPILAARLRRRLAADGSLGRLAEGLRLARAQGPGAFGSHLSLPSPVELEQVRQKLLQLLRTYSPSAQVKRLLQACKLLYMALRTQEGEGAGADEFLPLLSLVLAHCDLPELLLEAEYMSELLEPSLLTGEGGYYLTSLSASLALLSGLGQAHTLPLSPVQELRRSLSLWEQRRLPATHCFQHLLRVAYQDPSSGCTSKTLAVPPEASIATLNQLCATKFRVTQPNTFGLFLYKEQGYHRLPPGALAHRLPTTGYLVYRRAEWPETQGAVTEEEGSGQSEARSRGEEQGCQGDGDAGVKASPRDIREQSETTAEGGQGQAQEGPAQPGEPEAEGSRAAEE
E coli Lon inh = inhibits E. coli Lon protease; purified E. coli Lon protease, fluorescence polarization; inhibition, % at 7.94 µM; 360,000 compounds, 0.42% hits; in the data active means inhibition above about 13%, passing the limit was not always enough;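 further: 0% = enzyme with probe and DMSO and 100% = no enzyme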
MLLE-PAM2 inh = blocks PAM2 peptide binding to the PABP1 MLLE domain; P11940; GST-MLLE / FITC-PAM2 fluorescence polarization; inhibition, % at 20 µM; 360,000 compounds, 0.36% hits; AID 588489; in the data active means inhibition above about 35%, passing the limit was not always enough;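 further: plate controls were DMSO wells with GST-MLLE for no effect and wells lacking GST-MLLE protein for full effect; some results filed as inactive read as strong as hits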
CSN inh = CSN deneddylation inhibition; Q92905; Purified CSN, SCF-Nedd8-OG deneddylation, fluorescence polarization; inhibition, % at 12.5 µM; 360,000 compounds, 0.38% hits;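 active means pattern-corrected inhibition above about 35%, with an unprinted fluorescence ratio check between 0.5 and 1.5, limit read from the data, passing the limit was not always enough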;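 further: 0% = enzyme with substrate and 100% = substrate without enzyme; some results filed as inactive read as strong as hits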
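assay system = purified human Csn5 enzyme expressed in HEK293T cells | amount = 0.24 nM enzyme | buffer or medium = Tris/NaCl/DTT buffer, pH 7.5 | reagent = 10 nM SCFSkp2-Nedd8OG | compound = one concentration, 12.5 µM, 0.25% DMSO | times = 90 min reaction at room temperature | signal = FP | read-out basis = % inhibition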
MsrA act = activates bovine MsrA enzyme; purified bovine MsrA, absorbance read-out; activation, % at 10.6 µM; 360,000 compounds, 0.3% hits; AID 602163; in the data active means activation above about 7.5%;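 further: 0% = vehicle and 100% = reference activator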
MsrA inhibitor = inhibitors of bovine MsrA; inhibition, % at 15.5 µM; 360,000 compounds, 0.75% hits; AID 651718; purified bovine MsrA, absorbance read-out; in the data active means inhibition above about 4.5%;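 further: 0% = vehicle wells with enzyme and 100% = reference inhibitor wells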
* marks the source's active call; other numbers are inactive results; i = inactive; x = not tested or not shown; & = joins results of further samples.

Below each SMILES: Tb MetRS inh	Neddylation inh	FAS-TE inh	Rin1 Abl inh	E coli Lon inh	MLLE-PAM2 inh	CSN inh	MsrA act	MsrA inhibitor
CCc1nc2c(OCC(=O)C(C)(C)C)cccn2c1N(C=O)Cc1ccccc1
  0.6	i	-4	-1	-2	-9	-1	0	1.6
COc1ccccc1-c1ccc(SCC(=O)NC2CCCC2)nn1
  -0.1	i	-4	1	-3	-28	-1	-1	1.3
COc1ccc(NC(=O)N(C)C[C@H]2Oc3ccc(NC(=O)Nc4ccc(C(F)(F)F)cc4)cc3C(=O)N([C@H](C)CO)C[C@@H]2C)cc1
  0.3	i	2	-2	-3	5	-5	-1	0.4
CCCN(CCC)S(=O)(=O)c1ccc(Cl)c(OC)c1
  -0.3	i	12	-3	7	-9	3	-2	0.3
CC(=O)Nc1cccc(-c2nc3ccc(NC(C)=O)cc3s2)c1
  -0.9	x	-6	2	7	1	-1	-12	3.2
CCOc1ccccc1Nc1nc2ccccc2n2cnnc12
  -0.8	x	-4	-1	-6	-4	3	-6	-0.8
CC(C)C(NC(=O)c1ccc(F)cc1)C(=O)N1CCN(C(=O)c2ccco2)CC1 (configuration not stated)
  -0.6	i	-4	-1	5	3	1	-2	0.5
CCCCC(=O)NC(=S)Nc1cccc(NC(=O)CC)c1
  -0.3	i	-2	1	10	28	1	1	1.0
CCOc1ccc(OCCOCCn2ccnc2)cc1
  -0.6	i	-15	-1	7	8	0	-6	0.2
CC1CCN(CCc2nc3cc(NC(=O)Nc4ccccc4)ccc3n2C)CC1
  -0.1	i	-7	0	-5	-4	0	-3	-0.5
COc1ccccc1OCCCCNC(C)(C)C
  -0.9	i	-10	1	2	5	-5	-3	0.3
Cc1ccc(/C=C2/C(=O)ON=C2c2ccccc2)o1
  -0.7	i	-5	1	-18	-5	17	-3	0.0
CN1C2CCC1CC(NS(=O)(=O)c1cc(Cl)c(Cl)cc1Cl)C2 (configuration not stated)
  -0.7	i	0	-1	-6	-3	2	-8	0.5
C=C(C)c1cccc(C(C)(C)NC(=O)N2CCN(C(=O)OCC)CC2)c1
  -0.2	i	-4	1	-2	-6	-2	1	1.4
O=C(CC1SC(N2CCOCC2)=NC1=O)Nc1cc([N+](=O)[O-])ccc1Cl (configuration not stated)
  -0.9	i	2	2	3	17	-6	-7	0.5
O=C(OCC(=O)N1CCN(c2ccc(F)cc2)CC1)c1cnc2ccccc2n1
  -0.4	i	0	-2	17	6	-1	-2	0.2
NC(=O)c1ccc(NC(=O)c2ccc(COc3ccc(F)cc3)o2)cc1
  -0.3	i	-4	-2	-2	11	-2	-1	-0.9
C[C@H](NC(=O)c1cc2cc(Cl)ccc2n1C)C(=O)N[C@@H](C(=O)O)c1ccccc1
  -0.4	i	-2	-2	-2	0	3	-2	-0.6
CCOCCCNC(=O)c1ccc(NC(C)=O)cc1
  -1.2	i	-13	2	3	-1	0	-10	-1.4
COc1cc2c(cc1OC)C(C)N(C(=O)c1cc(C)on1)CC2 (configuration not stated)
  0.0	i	-5	4	-10	0	0	-2	0.5

Below each SMILES: Tb MetRS inh	Neddylation inh	FAS-TE inh	Rin1 Abl inh	E coli Lon inh	MLLE-PAM2 inh	CSN inh	MsrA act	MsrA inhibitor
O=C(CCc1ccccc1)NCc1ccccc1
  -0.3	i	-12	3	4	8	-3	-6	1.8
CCn1c(SCC(=O)N/N=C/C=C/c2ccco2)nnc1-c1ccc(OC)cc1
  -0.8	i	-6	1	-13	-17	-9	-4	4.0
O=C(C1CCN(c2nc3nonc3nc2N2CCCCC2)CC1)N1CCOCC1
  0.5	i	-2	0	9	-14	-2	-2	3.7
CCN1CCN(Cc2ccc(NC(=O)c3ccc(C)c(NC(=O)c4ccno4)c3)cc2C(F)(F)F)CC1
  -0.9&-0.2	i	-6&-5	-3&0	4&-1	6&-8	9&6	-1&-13	0.5&-0.3
CN(CC(=O)Nc1ccccc1Cl)C(=O)CSc1nncn1C
  0.1	i	-8	0	6	12	2	-4	0.1
CC1CC(C)CN(C(=O)c2cc3c(=O)n4ccccc4nc3s2)C1 (configuration not stated)
  -0.1	x	9	1	-2	-3	-3	-5	3.1
CCOC(=O)N1CCN(C(=O)C2CCC(=O)N(CCc3ccccc3)C2)CC1 (configuration not stated)
  -0.3	i	-11	0	-8	0	3	-1	0.0
CCOC(=O)c1c(C)[nH]c(C)c1S(=O)(=O)N(C)CC(=O)Nc1cc(C)ccc1OC
  0.0	i	-2	2	-4	-5	-2	-1	-0.2
COc1ccc(S(=O)(=O)N2CCN(C(=O)[C@@H]3CCCN3C(=O)c3cccs3)CC2)cc1
  -0.7	i	1	1	1	0	1	-7	-0.7
O=S(=O)(c1ccc(F)cc1)N1CCN(S(=O)(=O)c2cccs2)CC1
  -0.1	i	-3	-2	-1	-8	2	-1	-0.3
N#CCCN1CCn2c1nc1ccccc12
  0.1	i	-5	-3	6	-3	-2	-2	1.4
Cc1cccc(S(=O)(=O)c2c(C)cc(C)[nH]c2=O)c1
  -1.2	i	-4	-2	-1	1	0	-3	1.9
O=C(c1ccco1)N1CCN(S(=O)(=O)c2ccccc2)CC1
  -0.4	i	-2	0	2	4	2	-1	0.9
O=S(=O)(NCCN1CCOCC1)c1ccc(Oc2ccccc2Cl)cc1
  -0.8	i	-1	0	-5	-4	-4	-2	-0.8
CCOCCCNC(=O)CN1C(=O)c2ccccc2Sc2ncccc21
  -0.5	i	-1	1	1	12	1	0	-0.4
CN(C)CCN(C(=O)C1=COCCO1)c1nc2ccc(Cl)cc2s1
  -0.3	i	-4	-1	2	33	1	-7	0.0
C=CCN(C(C(=O)OC)C(C)C)S(=O)(=O)CCNCc1ccccc1 (configuration not stated)
  -0.2	i	-7	2	12	-7	-2	-5	0.3
CCCCn1c(N)c(N(C)C(=O)c2c(C)nn(-c3ccccc3)c2C)c(=O)[nH]c1=O
  -0.4	i	-6	0	5	-37	-2	-3	0.1
CCCCn1c(-c2ccco2)n[nH]c1=S
  -1.2	i	-5	-2	3	9	-7	-4	-0.5
O=C(Nc1cc(Cl)ccc1O)C1CC(c2c(F)cccc2Cl)=NO1 (configuration not stated)
  1.1	i	9	-2	-16	-29	6	-3	0.9

Below each SMILES: Tb MetRS inh	Neddylation inh	FAS-TE inh	Rin1 Abl inh	E coli Lon inh	MLLE-PAM2 inh	CSN inh	MsrA act	MsrA inhibitor
COc1ccc(-c2cc(C(=O)c3c(N)n(C)c(=O)n(C)c3=O)c3ccccc3n2)cc1OC
  -0.6	i	-10	1	0	-5	-4	-11	3.0
Cc1ccc(S(=O)(=O)N2[C@@H](c3ccc(Br)cc3)C(C(=O)O)=CC[C@H]2c2ccc(Cl)cc2)cc1
  3.2	i	27	1	1	6	4	-2	-1.6
COC(=O)c1cnn2c1C(=O)N(Cc1cccs1)CC2
  -0.6	i	-7	2	-13	-8	-3	-1	-1.8
COc1cc(C2(C)SCCCS2)cc(OC)c1OC
  -0.3	i	0	x	1	x	-3	-3	-0.8
COc1nc(Nc2cccc(C)c2)nc(N2CCCCC2)n1
  -0.9	i	15	-2	0	-1	1	-1	-0.3
Cc1cccc(NS(=O)(=O)c2cccc(C(=O)N3CCC3)c2)c1
  -0.1	i	-3	-3	-2	17	1	-3	-1.9
COc1ccc(S(=O)(=O)N2CCOC2CNC(=O)C(=O)NCc2ccncc2)cc1 (configuration not stated)
  -0.5	i	-6	0	7	-8	3	1	-0.4
C[C@H]1CN([C@@H](C)CO)C(=O)CCCn2cc(nn2)CO[C@@H]1CN(C)C(=O)C1CCCCC1
  -0.3	i	-9	2	-4	-2	7	-3	-1.3
CC(C)C(=O)Nc1cccc(C(=O)NCCc2ccc(S(N)(=O)=O)cc2)c1
  0.1	i	-4	6	2	-2	-4	-6	1.1
Cc1ccc(N(C(C)C(=O)Nc2cc(Cl)ccc2Oc2ccccc2)S(C)(=O)=O)cc1 (configuration not stated)
  -0.7	i	37	-6	-5	2	-3	-2	0.7
COc1cccc(CN2CCN(CCCc3ccccc3)C(CCO)C2)c1OC (configuration not stated)
  -0.6	i	0	1	0	-7	-3	-4	-0.7
O=C(O)c1ccc(F)c(S(=O)(=O)Nc2ccccc2Cl)c1
  -0.7	i	-2	1	-6	-4	0	1	0.0
O=C(N/N=C/c1cc2ccccc2[nH]1)c1ccccc1Cl
  -0.7	i	-4	-3	-6	-6	-1	-4	2.6
O=C(NCCCN1CCOCC1)c1ccc(S(=O)(=O)N2CCOCC2)cc1
  0.1	i	-5	4	-4	-1	1	-1	-0.3
COc1ccc(/C=C(/NC(=O)c2cccs2)C(=O)NC(C)(C)C)cc1OC
  -1.1	i	-5	-1	-11	6	0	-5	1.9
O=C(CN1CCN(C(=O)c2ccco2)CC1)Nc1ccc(Br)cc1
  -0.6	i	-2	-1	6	-3	0	-1	1.0
CC(C)(C)OC(=O)CNC(=O)c1nc[nH]c1C(=O)N1CCNCC1
  -0.1	i	-9	-2	-2	4	3	1	-1.4
O=C1CC(/C=C/c2ccc(Cl)cc2)=Nc2ccccc2N1
  0.4	i	-2	-3	4	-7	2	-2	1.1
O=C(NC1CCCC1)C(c1ccc(F)cc1)N(Cc1ccc(F)cc1)C(=O)c1ccn[nH]1 (configuration not stated)
  0.4	i	-36	6	-3	13	-5	-1	-0.5
O=C(N/N=C1\C2CN3CCN(C2)CC1(c1ccccc1)C3)Nc1ccccc1
  -0.3	i	-2	5	-2	-19	-10	-3	1.8

Compound profiles, as listed above. Values in the order: Tb MetRS inh, Neddylation inh, FAS-TE inh, Rin1 Abl inh, E coli Lon inh, MLLE-PAM2 inh, CSN inh, MsrA act, MsrA inhibitor
O=C(NCCCN1CCOCC1)c1ccc(S(=O)(=O)N2CCOCC2)cc1 is listed as 0.1, i, -5, 4, -4, -1, 1, -1, -0.3
CC(C)C(=O)Nc1cccc(C(=O)NCCc2ccc(S(N)(=O)=O)cc2)c1 is listed as 0.1, i, -4, 6, 2, -2, -4, -6, 1.1
Cc1ccc(N(C(C)C(=O)Nc2cc(Cl)ccc2Oc2ccccc2)S(C)(=O)=O)cc1 (configuration not stated) is listed as -0.7, i, 37, -6, -5, 2, -3, -2, 0.7
O=C(CN1CCN(C(=O)c2ccco2)CC1)Nc1ccc(Br)cc1 is listed as -0.6, i, -2, -1, 6, -3, 0, -1, 1.0

Remaining list, next part.
Below each SMILES: Tb MetRS inh	Neddylation inh	FAS-TE inh	Rin1 Abl inh	E coli Lon inh	MLLE-PAM2 inh	CSN inh	MsrA act	MsrA inhibitor
CCC1=NC(c2ccccc2Cl)N(O)C1(C)C (configuration not stated)
  -0.3	i	-8	-2	-2	9	-2	-5	-0.7
CN(C)c1nc2c(c(=O)[nH]c(=O)n2C)n1CCCc1ccccc1
  -0.6	i	-2	1	-7	16	-1	-4	0.2
O=C(COC(=O)Cc1n[nH]c(=O)c2ccccc12)Nc1ccc(Cl)cc1F
  -0.6	i	-4	4	-8	5	0	1	2.0
Cc1cc(C)n(CCC(=O)N2CCN(S(=O)(=O)c3ccccc3)CC2)n1
  0.0	i	-3	0	2	-10	2	-3	-1.5
CCn1c(=O)c2sccc2n(CC(=O)NCCC2=CCCCC2)c1=O
  0.1	i	-2	-2	7	-1	1	-2	2.2
CN(C)S(=O)(=O)Nc1cc(F)cc(F)c1
  -0.6	i	-2	-2	-5	13	-24	-2	-0.7
O=C(Cc1cccc2ccccc12)Nc1nc(-c2cccc([N+](=O)[O-])c2)cs1
  -0.6	i	26	3	3	6	-8	-9	0.3
CCCCN(C(=O)Nc1ccccc1)C1CCS(=O)(=O)C1 (configuration not stated)
  -0.3	i	-7	1	-2	-10	-7	-2	0.2

Source: PubChem BioAssay
